PGK inhibitor: T. brucei PGK inhibition. Potency, µM (titrated, usually from 57.5 µM), for inactives: at the highest dose activity change, negative = inhibition, usual class: inhibitors. P07378. PGK/GAPDH coupled, Kinase-Glo luminescence, 60 min. 0.043% of 380,000 active. AID 602233; further: on the % scale 0 is the no-effect control and ±100 the full control effect; nearly all actives have a fitted effect of over 60% in size
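Luminescent ATP detection (Kinase-Glo Plus) follows a 60-minute room-temperature incubation, with wells lacking PGK as controls. Buffer: 100 mM TEA (pH 7.6), 5 mM MgCl2, 0.01% Tween-20. Coupling enzyme GAPDH (100 nM final) supplies unstable 1,3-BPG in-well.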
HP1b binding inh: blocks HP1-beta chromodomain binding to methylated histone tails; 0.56% of 390,000 active; AID 540317; Potency, µM (top dose mostly 114 µM), inactives show top-dose activity change, negative = inhibition, most hits filed as inhibitors; AlphaScreen HP1-beta / biotin-H3K9me3 peptide binding; P83916; further: nearly all actives have a fitted effect of over 70% in size; inactives centre near 23
Target sequence (P83916 whole entry, looked up): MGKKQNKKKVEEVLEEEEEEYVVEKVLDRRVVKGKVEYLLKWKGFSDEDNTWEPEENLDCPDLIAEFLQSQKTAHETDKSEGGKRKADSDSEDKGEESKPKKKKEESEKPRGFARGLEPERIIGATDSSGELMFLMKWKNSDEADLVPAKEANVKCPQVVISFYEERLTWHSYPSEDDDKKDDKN
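Compound inhibition of the preformed complex between 50 nM HP1-beta and 50 nM biotinylated H3K9me3 peptide was read by AlphaScreen. Buffer was PBS pH 7.4 with 0.01% Tween-20. Incubations ran 30 min at room temperature, with 10 ug/mL donor/acceptor beads.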
G9a block: inhibitors of human histone lysine methyltransferase G9a; 8.8% of 350,000 active; AID 504332; Q96KQ7; G9a H3K9 monomethylation, AlphaScreen, 2 h; Potency, µM (series often up to 102 µM), for the others: at the top dose activity, negative = inhibition, most hits filed as inhibitors; further: on the % scale 0 is the no-effect control and ±100 the full control effect; nearly all actives have a fitted effect of over 75% in size
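Quantitative HTS format: methyltransferase activity on a biotin-tagged H3K9 peptide is measured by AlphaScreen, using a rabbit anti-monomethyl-H3K9 antibody with streptavidin donor and anti-IgG acceptor beads. Final levels are 20 nM enzyme, 500 nM peptide, 20 uM SAM; 2 h RT.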
BAZ2B inh: inhibitors of human BAZ2B bromodomain; AlphaScreen BAZ2B-H3K14Ac peptide displacement; AID 504333; Potency, µM (series often up to 114 µM), inactives show top-dose activity change, negative = inhibition, most hits filed as inhibitors; 4.4% of 360,000 active; Q9UIF8; further: on the % scale 0 is the no-effect control and ±100 the full control effect; nearly all actives have a fitted effect of over 60% in size
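AlphaScreen displacement of biotin-H3(5-23)K14Ac peptide (50 nM final) from BAZ2B (50 nM final) in PBS pH 7.4, 0.01% Tween-20; complex preformed 30 min RT, then compounds (top 110 uM) 30 min RT, beads 20 min dark.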
JMJD2A Tudor: blocks the human JMJD2A Tudor domain; O75164; AlphaScreen JMJD2A-Tudor / H3K4me3 peptide binding; Potency, µM (highest dose often 114 µM), without a hit: at the highest dose activity change, negative = inhibition, usual class: inhibitors; 4.4% of 390,000 active; AID 504339; further: on the % scale 0 is the no-effect control and ±100 the full control effect; nearly all actives have a fitted effect of over 50% in size
Pin1 inh: inhibitors of human Pin1 | Q13526 | Pin1 FP peptide displacement, HiFluor488, 10 min | Potency, µM (titrated, usually from 115 µM), without a hit: top-dose activity, negative = inhibition, actives largely listed as inhibitors | 0.009% of 390,000 active | AID 504891; active means well fitted inhibition curve with a large enough effect in the polarisation, with a control signal flat, not every such curve was filed as active; inconclusive means small, poorly fitted or top-dose-only effect, or effect the other way, or a change in a side signal; inactive means no such curve, though single readings can be large or run the other way; the % refers to the polarisation; further: on the % scale 0 is the no-effect control and ±100 the full control effect
Target sequence (Q13526 whole entry, looked up): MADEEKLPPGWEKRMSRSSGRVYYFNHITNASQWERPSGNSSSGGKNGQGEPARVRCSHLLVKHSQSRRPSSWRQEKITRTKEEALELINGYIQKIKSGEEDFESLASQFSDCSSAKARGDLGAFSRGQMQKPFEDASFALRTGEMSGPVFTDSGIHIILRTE
Pol iota inh: blocks human DNA polymerase iota activity. AID 588590. 1% of 390,000 active. Pol iota fluorescent replication assay, 10 min. Potency, µM (series often up to 115 µM), without a hit: at the highest dose activity, negative = inhibition, actives largely listed as inhibitors. Q9UNA4
Target sequence (Q9UNA4 whole entry, looked up): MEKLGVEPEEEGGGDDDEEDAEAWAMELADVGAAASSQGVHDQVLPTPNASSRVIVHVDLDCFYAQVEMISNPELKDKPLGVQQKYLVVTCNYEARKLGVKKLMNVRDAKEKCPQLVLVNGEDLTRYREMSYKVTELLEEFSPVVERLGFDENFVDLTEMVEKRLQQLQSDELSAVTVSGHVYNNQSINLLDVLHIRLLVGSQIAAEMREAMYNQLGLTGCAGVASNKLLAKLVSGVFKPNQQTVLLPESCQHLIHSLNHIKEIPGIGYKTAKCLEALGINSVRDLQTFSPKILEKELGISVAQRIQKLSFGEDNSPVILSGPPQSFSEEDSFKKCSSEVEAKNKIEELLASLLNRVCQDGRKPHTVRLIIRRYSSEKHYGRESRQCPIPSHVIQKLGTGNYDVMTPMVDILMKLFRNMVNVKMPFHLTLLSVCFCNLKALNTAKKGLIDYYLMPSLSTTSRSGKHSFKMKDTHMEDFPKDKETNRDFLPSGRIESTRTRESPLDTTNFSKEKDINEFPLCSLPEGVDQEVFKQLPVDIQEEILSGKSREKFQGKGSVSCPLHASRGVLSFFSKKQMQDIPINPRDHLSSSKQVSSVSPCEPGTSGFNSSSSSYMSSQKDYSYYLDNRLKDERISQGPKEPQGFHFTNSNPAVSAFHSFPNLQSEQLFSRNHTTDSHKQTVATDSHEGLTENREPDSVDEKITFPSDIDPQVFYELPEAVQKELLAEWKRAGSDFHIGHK
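Fluorescent replication assay read twice, at 0 min and 10 min after adding 50 nM (final) substrate. Enzyme (10 nM) and compounds were first incubated 15 min at room temperature; enzyme-free buffer wells were negative controls.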
GLS inh: blocks human kidney-isoform glutaminase activity | O94925 | GLS enzymatic activity, qHTS titration | Potency, µM (top dose mostly 45.5 µM), inactives show at the highest dose activity change, negative = inhibition, hits mostly inhibitors | 0.21% of 410,000 active | AID 624170; further: on the % scale 0 is the no-effect control and ±100 the full control effect
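hKGA; 45 mM KH2PO4 pH 8.2 + 0.02% Tween-20; cpd via pin tool; 1 mM Gln soln; GluOx/HRP/Amplex Red; RT 30 min; fluor. t0 & final.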
BLM helicase inh: inhibitors of human Bloom syndrome helicase BLM. recombinant BLM DNA unwinding, fluorescence dequenching. 0.2% of 350,000 active. Potency, µM (doses to about 56.1 µM), for the others: at the highest dose activity change, negative = inhibition, usual class: inhibitors. AID 2528;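 further: plate controls were vehicle for no effect and no enzyme for full effect; nearly all actives have a fitted effect of over 35% in size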
The depositor's hits bear a star; i = inactive; ? = inconclusive; . = not tested or not shown; & = joins results of further samples; [ ] = remark or other dose. Unless noted, the call rests on the fitted dose curve; in most records, active means well fitted curve in the direction sought with a large enough effect; inconclusive means small, poorly fitted or top-dose-only effect, or another doubt; inactive means no such curve, though single readings can be large; an effect the other way counts as inactive or inconclusive. Potency means the concentration at half of the fitted maximal effect.

SMILES | PGK inhibitor | HP1b binding inh | G9a block | BAZ2B inh | JMJD2A Tudor | Pin1 inh | Pol iota inh | GLS inh | BLM helicase inh
O=C(Cn1ccc2cc(S(=O)(=O)N3CCCCCC3)ccc21)NCc1ccccc1Cl | -7% | 15% | -22%[59 µM] | -11% | -12% | 15% | -13% | 14% | -8%
CC1=NC2(CCCc3c2no[n+]3[O-])N(O)C1(C)C (stereo not given) | . | 31% | 12%[59 µM] | -6% | -8% | 5% | 25% | 20% | 0%
O=C(Nc1ccc(Br)cc1F)C1CCCN(S(=O)(=O)c2cnc[nH]2)C1 (stereo not given) | -8% | 57%[activator] | 2% | -4% | -5% | 1% | 34%[activator] | -13% | -2%
CC1CCN(c2ccccc2NC(=S)NC(=O)c2ccco2)CC1 | -8% | -31% | . | . | ? | 2% | -2% | 26% | .
CN(C)S(=O)(=O)c1cccc(NC(=O)COC(=O)c2ccc3c(c2)OCO3)c1 | -1% | 39%[activator] | -28% | -1% | 0% | 2% | 90%[activator] | 2% | -2%
COc1cc2c(cc1OC)n(CC(=O)NC1CCCCCC1)n1c(C)cc(=O)nc21 | 7% | -14% | 23% | -14% | 50µM* | -1% | -20% | 10% | -8%
O=C(NNC1CC(=O)N(c2ccc(Cl)cc2)C1=O)c1ccccc1Cl (stereo not given) | -4% | 24% | 11%[59 µM] | -17% | -9% | 2% | 113%[activator] | -2% | -5%
CCS(=O)(=O)N1CCCC(C(=O)Oc2ccc(Br)cc2)C1 (stereo not given) | -3% | 60%[activator] | . | 9% | -7% | -12% | -6% | -6% | 1%
CC1(C)Cc2ccccc2-c2nnc(-c3ccccn3)n21 | -8% | 20% | 3%[59 µM] | 10% | -4% | -1% | 34%[activator] | -5% | 3%
NC1=NC2(CCN(Cc3ccccc3)CC2)n2c(nc3ccccc32)N1 | -1% | 8% | -38%[12.7 µM] | -29% | -22% | -5% | 4% | -2% | 0%
Cc1cccc(C(=O)NCC(=O)OCC(=O)c2ccc(C)s2)c1 | i | 30%[57 µM] | . | . | -10% | 28% | -6% | 5% | .
CCCCC(=O)NC(c1ccc([N+](=O)[O-])cc1)c1c(O)ccc2ccccc12 (stereo not given) | 2% | ? | -15%[59 µM] | ? | ? | 1% | 7% | -5% | -12%
CCC(C(=O)NCc1ccco1)n1nc(C)c2c(C)n(-c3ccccc3)nc2c1=O (stereo not given) | i | 13% | . | -14% | -29% | 3% | 40%[activator] | 1% | 0%
CC(C(=O)Nc1ccccc1Cl)N(c1ccccc1)S(C)(=O)=O (stereo not given) | 7% | 4% | 3% | 2% | -2%[11.4 µM] | -2% | 57%[activator] | 2% | -1%
CCc1ccc(S(=O)(=O)Nc2cc3c(cc2N2CCCCC2)n(C)c(=O)c(=O)n3C)cc1 | -1% | 16% | 45µM* | -18%[57.1 µM] | -9% | -5% | 16% | 2% | 1%
CCOc1ccc(S(=O)(=O)N(CC(=O)N/N=C/c2ccc(-c3ccc([N+](=O)[O-])cc3)o2)c2ccccc2)cc1 | -2% | -21% | 1.6µM* | 22µM* | 28µM* | 48%[activator] | ? | -19% | -18%
COc1cccc(CNC(=O)CCC(=O)N2Cc3cccc(OC)c3Oc3ncccc32)c1OC | -16%&7% | 21%&17% | ? | -9% | 18%&-15% | 1%&4% | ? | 10%&21% | 1%&3%
COc1ccc(C(=O)N2CCCC(CCC(=O)N3CCN(c4ccccn4)CC3)C2)cc1 (stereo not given) | -7% | 28% | -9% | 0% | -6% | 0% | 13% | 3% | -3%
COc1ccc(OCc2nnc(SCC(=O)NC3CCCCC3)o2)cc1 | i | 9% | 28% | 3% | ? | -2% | 107%[activator] | -1% | -4%
Cc1ccc(-c2noc(-c3ccccc3C(=O)N3CCCC3)n2)cc1 | 0% | 32% | -9% | 8% | 0% | -1% | -7% | -4% | -1%
Cc1cccn(Cc2c(Cl)cccc2Cl)c1=O | 6% | 35% | . | . | -1% | 23% | 7% | 7% | .
O=C(NNC(=O)c1cccc2ccccc12)c1ccc(Cl)cc1Cl | -5% | 20%[57 µM] | . | . | -11% | -1% | 17% | -5% | .
O=C(Nc1cccc(C(=O)O)c1)Nc1ccc2c(c1)OCO2 | -6% | 22% | . | -16% | -20% | -1% | 105%[activator] | 0% | -10%
COc1cc(/C=C2\CCC(C3CCCC3)C2=O)ccc1OC(C)C (stereo not given) | 0% | 80%[activator] | 12%[2.33 µM] | 0% | -11% | -7% | -12% | -6% | -8%
CCOC(=O)C1CCCN(C/C=C/c2ccccc2)C1 (stereo not given) | 0% | ? | 40µM* | ? | 22µM* | -7% | 28% | 7% | 2%

Entries above containing bromine (two):
SMILES | PGK inhibitor | HP1b binding inh | G9a block | BAZ2B inh | JMJD2A Tudor | Pin1 inh | Pol iota inh | GLS inh | BLM helicase inh
O=C(Nc1ccc(Br)cc1F)C1CCCN(S(=O)(=O)c2cnc[nH]2)C1 (stereo not given) | -8% | 57%[activator] | 2% | -4% | -5% | 1% | 34%[activator] | -13% | -2%
CCS(=O)(=O)N1CCCC(C(=O)Oc2ccc(Br)cc2)C1 (stereo not given) | -3% | 60%[activator] | . | 9% | -7% | -12% | -6% | -6% | 1%

Back to the main list with the two entries that preceded the break.
SMILES | PGK inhibitor | HP1b binding inh | G9a block | BAZ2B inh | JMJD2A Tudor | Pin1 inh | Pol iota inh | GLS inh | BLM helicase inh
COc1cc(/C=C2\CCC(C3CCCC3)C2=O)ccc1OC(C)C (stereo not given) | 0% | 80%[activator] | 12%[2.33 µM] | 0% | -11% | -7% | -12% | -6% | -8%
CCOC(=O)C1CCCN(C/C=C/c2ccccc2)C1 (stereo not given) | 0% | ? | 40µM* | ? | 22µM* | -7% | 28% | 7% | 2%
COc1cc(CCN2C(=O)c3cccc4cccc(c34)C2=O)c(S(=O)(=O)NCCCO)cc1OC | 0% | 19% | -21% | -4% | -1% | 27% | ? | -24% | -1%
Cc1sc2c(c1C)c(=O)nc1scc(CC(=O)O)n12 | 5% | 26% | 8% | 5% | -14% | 0% | 13% | -1% | 1%
CN(C)c1ccc(C(=O)Nc2ccc(S(=O)(=O)Nc3nccs3)cc2)cc1 | 9% | 14% | -10% | -4% | -13% | 34%[activator] | -6% | 22% | -4%
CCCCOc1ccc(S(=O)(=O)Nc2cccnc2)cc1 | 4% | 25% | 45%[12.7 µM] | -8% | -17% | -2% | 15% | -2% | 1%
Cc1ccccc1OCC(=O)Nc1ccccc1CO | -7% | 39%[activator] | 9% | 2% | -6% | -5% | 13% | -1% | 3%
O=C1C[C@H](c2ccc(O)cc2)Oc2cc(O[C@@H]3O[C@H](CO)[C@@H](O)[C@H](O)[C@H]3O)cc(O[C@@H]3O[C@H](CO)[C@@H](O)[C@H](O)[C@H]3O)c21 | 0% | 50%[activator] | . | . | -20% | -3% | -4% | 26% | .
OCc1ccccc1OCCCN1CCC(Cc2ccccc2)CC1 | -5% | ? | 35µM* | ? | 22µM* | 3% | 20% | 6% | -6%
Fc1ccc(C2NCCn3cccc32)cc1 (stereo not given) | -3% | 17% | ? | ? | -34% | 2% | 11% | 3% | -1%
Cc1ccc(C(=O)C(C)OC(=O)Cn2[nH]c(=O)c3ccccc3c2=O)cc1 (stereo not given) | i | 16% | 17% | -18% | -13% | -2% | 26% | -7% | -3%
COc1ccc(OCC(=O)Nc2ccc(NC(=O)c3ccco3)cc2)cc1 | 0% | 18% | -33%[12.7 µM] | -1% | -6% | 5% | 13% | -7% | -5%
COc1ccc2c(CC(=O)Nc3c(C)n(C)n(-c4ccccc4)c3=O)coc2c1 | -1% | 2% | -40%[59 µM] | -1% | -18% | -1% | 8% | 9% | -1%
CC(Sc1ccc(Cl)cc1)C(=O)N(C)CC(=O)Nc1ccc(N2CCOCC2)cc1 (stereo not given) | 4% | -10% | 9%[12.7 µM] | -4% | -30% | -2% | -14% | -5% | .
CCOc1ccc(C(=O)NC(=S)Nc2ccccc2OC)cc1[N+](=O)[O-] | -3% | ? | ? | -20% | ? | 0% | 21% | 9% | -5%
COc1cc2c(cc1NC(=O)Nc1ccc(C)cc1)oc1ccccc12 | i | 27% | 8%[59 µM] | 5% | -1% | -17% | 6% | -12% | -6%
COC(=O)C1=C(C)N=C2SCCC(=O)N2C1c1cccs1 (stereo not given) | -2% | 16% | 1% | 7% | -13% | 3% | 5% | 12% | -2%
CC(=O)Nc1ccccc1OCc1nnc(-c2ccc(Cl)cc2)o1 | 4% | 46%[activator] | 1% | -3% | -6% | 0% | 7% | -6% | 1%
CC(C)(C)OC(=O)C[C@@H]1C/C=C\C[C@H](CC(=O)N[C@@H](CO)Cc2ccccc2)C(=O)N[C@H](Cc2ccccc2)COC1=O | 2% | 25% | . | . | -12% | -5% | 2% | 13% | .
Cc1ccc(CNC(=O)Nc2cccc(C)c2)cc1 | . | 58%[activator] | -27% | -20% | 9% | -8% | 6% | 2% | -2%
COc1cccc(NC(=O)CSc2nnc(-c3cc(C)[nH]n3)n2N)c1 | i | 35% | -4%[0.0925 µM] | -19% | -3% | 1% | 5% | -5% | -1%
CCCS(=O)(=O)N1CCn2c(nc3ccccc32)C1 | -1% | 23% | 20% | 13% | -18% | -1% | 4% | -1% | -2%
CCCCNC(=O)N(O)C1N(/N=C/c2ccccc2O)C(=S)SC1(C)C (stereo not given) | 5% | -20% | 17% | -39% | ? | 6% | 32%[activator] | 10% | -6%
CCCCOC(=O)Nc1cc(OC)c(Cl)cc1OC | -7% | 63%[activator] | 98%[activator] | 20% | 29% | 6% | 10% | -12% | -10%
CN1C(=O)NC(c2ccccc2[N+](=O)[O-])C2=C1CCCC2=O (stereo not given) | -8% | 17% | 45µM* | -22% | -3% | ? | -17% | -2% | -10%
NC(=O)CC1C(=O)N(c2ccccc2)C(=S)N1NC(=O)c1ccc(Br)cc1 (stereo not given) | -3% | 50%[activator] | -47% | -14% | -19% | 4% | -5% | 51%[activator] | -4%
CCOc1ccc(N2CC(C(=O)Nc3ccc4c(c3)OCO4)CC2=O)cc1 (stereo not given) | 7% | 24% | -9% | -5% | 1% | 8% | 88%[activator] | 7% | -6%

Screening results (PubChem)

These rows are one share of the data, so the mix of outcomes need not match the whole.
